Bioassay records from PubChem BioAssay.
TRPM1 prom inh: inhibitors of MITF-dependent TRPM1 promoter reporter, primary screen, cell-based, SK-MEL-5, single point, luciferase. SK-MEL-5 TRPM1 promoter luciferase, 24 h. inhibition, % at 12.5 µM. 330,000 compounds, 0.83% hits. AID 488899, 2010;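 active means mean inhibition across replicates of 60% or more, whatever share of single replicates reaches that level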; further: values of inactives mirror those of a sister screen read the other way
PDI turbidity: inhibitors of human PDI, primary screen, biochemical, turbidity, single point, plate reader | PDI insulin aggregation turbidity, A650, 90 min | inhibition, % at 10 µM | Protein disulfide-isomerase (Homo sapiens), P07237 | 350,000 compounds, 0.052% hits;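 active means mean inhibition across replicates of 30% or more, whatever share of single replicates reach that level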;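 further: absorbance from insulin aggregation driven by PDI reduction with DTT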
Target sequence (P07237 whole entry, looked up): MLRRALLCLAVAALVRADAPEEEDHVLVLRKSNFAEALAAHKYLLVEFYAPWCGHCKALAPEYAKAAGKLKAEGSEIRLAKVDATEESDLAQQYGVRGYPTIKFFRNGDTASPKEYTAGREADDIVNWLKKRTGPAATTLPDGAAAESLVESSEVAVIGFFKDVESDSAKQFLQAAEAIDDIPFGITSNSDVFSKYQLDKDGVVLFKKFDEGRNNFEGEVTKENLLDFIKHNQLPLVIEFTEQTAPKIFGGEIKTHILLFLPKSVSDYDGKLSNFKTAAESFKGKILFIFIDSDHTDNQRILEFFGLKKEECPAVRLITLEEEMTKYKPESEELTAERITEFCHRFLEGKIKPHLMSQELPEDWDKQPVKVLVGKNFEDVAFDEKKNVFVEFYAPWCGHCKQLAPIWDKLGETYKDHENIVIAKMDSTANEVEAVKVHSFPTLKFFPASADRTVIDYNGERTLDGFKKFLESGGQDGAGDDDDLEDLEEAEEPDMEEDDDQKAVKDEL
Peg3 prom inh: Peg3 promoter-driven luciferase inhibitors, primary screen, cell-based, HeLa, luciferase luminescence. inhibition, % at 20 µM. 360,000 compounds, 1.7% hits. HeLa PEG-Prom luciferase reporter, overnight. AID 588405, 2011;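 active means inhibition of at least 50% at 20 µM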
m5-HT2A agonist: mouse Htr2a agonists via beta-arrestin recruitment, primary screen, cell-based, luminescence. 5-hydroxytryptamine receptor 2A (Mus musculus), P35363. CHO-K1 mHTR2A beta-arrestin complementation; percent of 30 µM serotonin response. activation, % at 7.6 µM. 360,000 compounds, 0.66% hits;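 active means activation above a run cutoff, the mean activation of all tested compounds plus 3 SD, cut at about 14% in these data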;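 further: 0% = plate median of compound wells and 100% = 30 µM serotonin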
Shn3 3UTR inh: reduction of Shn3 3'UTR firefly luciferase signal, primary screen, Schnurri-3 inhibitor project, cell-based, Clone20 osteoblasts, set 2; Clone20 osteoblast Shn3 3'UTR firefly luciferase, 24 h; inhibition, % at 12.5 µM; 360,000 compounds, 0.52% hits;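 active means mean inhibition of at least 75% with every replicate also reaching 75%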;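 further: 0% = median of neutral control wells and 100% = pilot-screen positive control compound; some compounds past the cut are filed as inactive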
CaV13 FRET inh: Disruptors of the CACNA1D IQ motif to Ca2+-dependent inactivation inhibitor domain association, primary screening, Förster resonance energy transfer in intact living …; 340,000 compounds, 0.098% hits; inhibition, % at 12.3 µM; HEK cells, CFP/YFP FRET ICDI-IQ, plate reader, 10 min; percent FRET-ratio fall versus neutral wells;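 active means mean replicate inhibition of at least 30% and at least 1% of replicates passing that level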;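 further: 0% = median of the neutral control wells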
NR2E3 ag-1: inhibitors of NR2E3-RetCOR corepressor binding, primary screen, NR2E3 agonist project, biochemical, TR-FRET, GST-NR2E3, biotin-RetCOR. AID 2300, 2010. Photoreceptor-specific nuclear receptor (Homo sapiens), Q9Y5X4. inhibition of corepressor binding, % at 4.78 µM. 320,000 compounds, 0.12% hits. 1536-well;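 active means percent inhibition above the cutoff of mean plus 3 SD of all tested compounds, set per screening campaign, cut at about 20% in these data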;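 further: 0% = DMSO wells and 100% = biotin wells as full block of FRET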
Target sequence (Q9Y5X4 whole entry, looked up): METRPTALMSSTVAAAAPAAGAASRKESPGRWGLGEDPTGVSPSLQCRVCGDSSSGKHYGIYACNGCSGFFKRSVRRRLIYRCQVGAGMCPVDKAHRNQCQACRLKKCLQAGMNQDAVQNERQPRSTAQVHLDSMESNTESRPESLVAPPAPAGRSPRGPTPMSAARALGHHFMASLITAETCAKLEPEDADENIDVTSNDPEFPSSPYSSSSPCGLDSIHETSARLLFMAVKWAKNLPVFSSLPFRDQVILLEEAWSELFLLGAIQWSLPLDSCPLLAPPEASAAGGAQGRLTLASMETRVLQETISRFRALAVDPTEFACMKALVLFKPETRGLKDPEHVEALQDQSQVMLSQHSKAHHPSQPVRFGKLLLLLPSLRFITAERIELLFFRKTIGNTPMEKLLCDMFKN
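Format: 1536-well format; test system: GST-NR2E3 and biotin-RetCOR proteins; read-out basis: percent inhibition of TR-FRET ratio; timing: 5 h incubation at 4 °C; detection: time-resolved FRET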
NR2E3 ag-2: NR2E3 agonists in two-hybrid cells, primary screen, cell-based, luminescence, CHO-S, Gal4-NCOR/VP16-NR2E3; luciferase; inhibition of corepressor binding, % at 3.98 µM; Photoreceptor-specific nuclear receptor (Homo sapiens), Q9Y5X4; AID 602229, 2012; 360,000 compounds, 0.35% hits;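 active means inhibition above the mean of all tested compounds plus 3 SD, cut at about 70% in these data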;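 further: 0% = DMSO with NR2E3 transfected cells and 100% = cells lacking NR2E3 construct; higher means lower luciferase signal from less NR2E3 corepressor binding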
Cardio protect: cardioprotection against H2O2-induced cell death, primary screen, uHTS, H9c2 cells, ATPLite luminescence | AID 588492, 2011 | 360,000 compounds, 0.63% hits | H9c2 cardiomyocytes, H2O2 injury protection, 2 h | protection from H2O2 cell death, % at 20 µM;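 active means compounds giving at least 50% protection of heart cells from peroxide-induced death in the single-dose screen, raw or plate-pattern-corrected value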;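 further: 0% = DMSO wells with peroxide and 100% = DMSO wells without peroxide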
hiPSC survival: enhancers of single-cell hiPSC survival, primary screen, ATPlite luminescence. 360,000 compounds, 0.044% hits. survival enhancement, % at 20 µM. AID 602274, 2012. 100% = ROCK inhibitor wells, 0% = DMSO; in the data active means survival enhancement above about 18%;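 further: cells exposed to compounds for 16 hours before the ATP read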
HIF-2a block: HIF-2a reporter inhibitors, primary screen, luminescence, 786-0 RCC cells. 786-0 RCC cells HIF-2a reporter, luciferase luminescence, overnight. inhibition, % at 18.8 µM. 360,000 compounds, 0.72% hits. AID 624352, 2012;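 active means inhibition of the luminescence signal of 40% or more relative to plate controls, in a single-dose primary screen at 18.75 µM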
Numbers without * were called inactive; nt = no result given.

SMILES | TRPM1 prom inh | PDI turbidity | Peg3 prom inh | m5-HT2A agonist | Shn3 3UTR inh | CaV13 FRET inh | NR2E3 ag-1 | NR2E3 ag-2 | Cardio protect | hiPSC survival | HIF-2a block
Cc1[nH]n(-c2ccccc2)c(=O)c1N=Nc1ccc2c(c1)OCO2 | -48 | 1 | -170 | -3 | -73 | -5 | -1 | 6 | -5 | 0.5 | -174
COc1ccc(/C=C2\COc3ccccc3C2=O)cc1OC | 8 | -1 | 95* | 2 | 11 | -5 | -1 | -23 | -23 | -2.2 | -10
Cc1onc(-c2ccccc2Cl)c1C(=O)OCn1nnc2ccccc2c1=O | 7 | 7 | -1 | -5 | 1 | nt | 3 | -12 | 1 | -0.8 | -14
CN(C)c1ncc(C2=C(Cl)C(=O)C(N3CCCC3)=C(Cl)C2=O)s1 | 60 | -3 | 57* | 7 | -2 | -7 | -1 | -8 | -17 | 0.5 | 4
CCC(C(=O)NCc1cccnc1)c1ccccc1 (stereo not drawn) | -1 | -1 | -5 | 0 | -9 | -2 | 0 | -4 | -1 | -0.6 | 15
CC(C)(C)C(=O)Cn1ncc(NC2CC2)c(Br)c1=O | 0 | 4 | -14 | -4 | -2 | nt | 0 | -15 | 21 | 1.1 | -17
CC1C(=O)C(C)C(c2cc(Cl)ccc2O)NC1c1cc(Cl)ccc1O (stereo not drawn) | -2 | -4 | 47 | -8 | 11 | -1 | -1 | -9 | -8 | -0.5 | 35
CCn1c(C)nc2cc(C(=O)OC)ccc21 | -17 | -2 | -35 | 2 | -56 | -3 | 3 | -3 | -6 | 0.0 | -55
CCCc1cc(=O)oc2cc(OCC(=O)NCCc3ccc(S(N)(=O)=O)cc3)ccc12 | 4 | -12 | 7 | -2 | -1 | -4 | 2 | -16 | 3 | -0.6 | 1
CCCCOC(=O)CSCC(=O)N1N=C(c2cccs2)CC1c1ccc(F)cc1 (stereo not drawn) | 1 | -16 | 0 | -1 | -9 | -2 | -5 | -4 | -1 | 0.0 | 0
COc1cccc(C(C(=O)NC2CCCCC2)N(C(=O)Cc2cccs2)c2ccc(-n3cnnn3)c(OC)c2)c1 (stereo not drawn) | -4 | 2 | 4 | -2 | 22 | -4 | 1 | -17 | 9 | -0.9 | 22
CCCn1nnc(NC(=O)c2ccc(OCC)c(Cl)c2)n1 | -5 | 1 | -52 | 2 | -9 | -9 | 0 | 2 | 5 | -2.5 | -95

Complete entries, quoted from the list. Order of values: TRPM1 prom inh	PDI turbidity	Peg3 prom inh	m5-HT2A agonist	Shn3 3UTR inh	CaV13 FRET inh	NR2E3 ag-1	NR2E3 ag-2	Cardio protect	hiPSC survival	HIF-2a block
Listed for `CCC(C(=O)NCc1cccnc1)c1ccccc1` (stereo not drawn) = -1	-1	-5	0	-9	-2	0	-4	-1	-0.6	15
Listed for `CCCc1cc(=O)oc2cc(OCC(=O)NCCc3ccc(S(N)(=O)=O)cc3)ccc12` = 4	-12	7	-2	-1	-4	2	-16	3	-0.6	1
Listed for `CCCCOC(=O)CSCC(=O)N1N=C(c2cccs2)CC1c1ccc(F)cc1` (stereo not drawn) = 1	-16	0	-1	-9	-2	-5	-4	-1	0.0	0

Remaining list, next part:
SMILES | TRPM1 prom inh | PDI turbidity | Peg3 prom inh | m5-HT2A agonist | Shn3 3UTR inh | CaV13 FRET inh | NR2E3 ag-1 | NR2E3 ag-2 | Cardio protect | hiPSC survival | HIF-2a block
CCOC(=O)c1c(C)oc2c1c1c(c3ccccc32)OCN(CCCC(=O)O)C1 | -55 | -1 | -469 | -4 | -26 | -5 | -2 | -118 | -12 | 0.6 | 2
CCC(CC)C(=O)Nc1c(C(=O)N2CCN(c3ccccc3)CC2)oc2ccccc12 | -5 | -3 | 12 | -2 | -5 | -2 | 5 | -16 | -1 | 0.1 | 1
Cc1occc1C(=O)NNC(=O)c1ccccc1Br | -19 | 23 | -33 | 3 | -35 | -3 | 6 | -31 | 2 | -0.3 | -29
CN(C)c1nc(N)nc(-c2ccco2)n1 | -7 | 12 | 7 | -3 | 7 | -5 | -1 | -25 | -2 | -1.9 | 31
C=C(C)CSc1nnc([C@@H](NC(=O)OC(C)(C)C)C(C)CC)o1 (stereo partly drawn) | 7 | 2 | -2 | 5 | 21 | -4 | 5 | -24 | -5 | 1.1 | 5
CS(=O)(=O)N1CCC(Oc2ccccc2C(=O)NC2CCOC2)CC1 (stereo not drawn) | 5 | -3 | 4 | 0 | 76 | 1 | -4 | 2 | 12 | 4.3 | 11
CC(=O)Nc1cccc(NC(=O)C2CC(=O)N(C3CCCCC3)C2)c1 (stereo not drawn) | 12 | -1 | 9 | -2 | -7 | -3 | 1 | -17 | -4 | 1.0 | 5
CCCc1cc(C(=O)N2CCCC(C(=O)c3ccc(Cl)cc3)C2)n(C)n1 (stereo not drawn) | 10 | 3 | -16 | 13 | 12 | -2 | -1 | 2 | -6 | 0.3 | 2
O=C(CN1CCC(n2nnc3cc(F)ccc32)CC1)Nc1ccccc1N1CCOCC1 | 0 | 1 | 9 | 2 | 14 | nt | 0 | -8 | 14 | 3.1 | 26
COc1ccc(NC(=O)c2cccs2)cc1C(=O)N1CCN(c2ccccc2)CC1 | 8 | -6 | 25 | -5 | 18 | -6 | -1 | 5 | -2 | -0.4 | 16
CCCN1CNC(=S)N(c2ccccc2C)C1 | 5 | 7 | 4 | 0 | 11 | -4 | 2 | 2 | 10 | -0.7 | -1
COc1ccc(S(=O)(=O)NCC2CCC(C(=O)NCCCN3CCCC3=O)CC2)cc1 (stereo not drawn) | -3 | -4 | 5 | -3 | -105 | -4 | -2 | 0 | 0 | 0.2 | 19
COc1ccc(CN=C2NC(=O)CC(C(=O)Nc3ccc(Cl)cc3)S2)cc1 (stereo not drawn) | 13 | 5 | -1 | -3 | 10 | -5 | -1 | -22 | -6 | -0.6 | 16
Nc1ccn(CC(=O)NCc2ccc3[nH]ccc3c2)c(=O)n1 | 10 | 7 | 1 | -4 | 4 | -4 | 3 | -46 | -6 | 3.2 | 0
Cc1ccc(Nc2nc(=O)c3cc([N+](=O)[O-])ccc3s2)cc1 | -4 | -2 | -39 | 0 | -19 | -16 | -2 | -32 | 3 | -0.5 | -75
COc1ccc([C@H]2N[C@]3(CCCN(Cc4ccccc4)C3=O)[C@H]3C(=O)N(C)C(=O)[C@@H]23)cc1 | nt | -2 | 6 | -1 | -8 | -10 | nt | 4 | 10 | -1.4 | -25
CCC(CC)C(=O)Nc1cc(NC(=O)C(CC)CC)cc(C(=O)O)c1 | -8 | 10 | -1 | 3 | 3 | nt | 0 | 8 | 6 | -1.6 | 5
S=C(c1ccc(-c2cc(Cl)ccc2Cl)o1)N1CCOCC1 | -9 | 0 | -30 | 0 | -6 | -6 | 1 | -20 | -14 | -1.1 | -48
O=C(NNS(=O)(=O)c1cccc(Cl)c1)c1cc(-c2ccc(F)cc2)nc2ccccc12 | 2 | -7 | 12 | 5 | 33 | -5 | 2 | -34 | 2 | -0.4 | -7
CC(=O)/C(N=Nc1ccc(C(=O)O)cc1[N+](=O)[O-])=C(\C)O | -10 | 2 | 7 | 11 | 13 | -4 | -2 | 24 | 2 | 0.2 | 9
COc1ccc(C(CNC(=O)/C=C/c2c(Cl)nc3ccccn23)N(C)C)cc1 (stereo not drawn) | 0 | -1 | -3 | -3 | 23 | -2 | -1 | -11 | 8 | -0.1 | 4
Cc1sc2nc(CSCC(=O)Nc3ccc(Cl)cc3F)[nH]c(=O)c2c1C | -9 | -3 | 13 | 4 | 8 | -6 | nt | -47 | 7 | -0.5 | 9
COc1ccc(C(=O)Nc2cccc(/C=C(\CCC(=O)O)c3nc4ccccc4s3)c2)cc1 | -6 | 0 | -75 | 7 | -11 | -8 | 0 | -13 | 0 | 1.7 | -147
COc1cc2cc(CCCOC(=O)c3ccco3)oc(=O)c2cc1OC | -9 | 2 | -1 | 4 | 13 | -5 | 0 | 18 | 8 | 10 | 3
Cc1cc(OCC(=O)OCC(=O)Nc2cc(C(F)(F)F)ccc2N2CCOCC2)ccc1Cl | 1 | -2 | 22 | -2 | -7 | -6 | 0 | -8 | 10 | 2.0 | 12
CC1CN(c2nc3ccccn3c(=O)c2/C=C(\C#N)C(=O)N2CCOCC2)CC(C)O1 (stereo not drawn) | 0 | -1 | 2 | 3 | -10 | -5 | -3 | 3 | 3 | 0.3 | 0
CCCCn1c(N)c(N(CCOC)C(=O)c2cc(-c3ccccc3)nc3ccccc23)c(=O)[nH]c1=O | -1 | -5 | 12 | -3 | -9 | -6 | -1 | -9 | 9 | -0.4 | 16
COc1ccc(F)cc1C(=O)COC(=O)c1n[nH]c(=O)c2ccccc12 | 7 | -2 | 1 | 3 | -2 | -3 | 2 | -2 | 3 | 2.0 | 14
CN[C@H](C)C(=O)NC[C@H]1O[C@@H](n2ccc(N)nc2=O)[C@H](O)[C@@H]1O | nt | 5 | -2 | 5 | -8 | -9 | nt | 3 | 3 | -1.8 | -1
CCCCc1nc2cc(C(=O)NCCc3cnn(C)c3)ccc2o1 | -10 | -1 | -85 | -1 | -55 | -3 | 2 | -17 | 0 | -0.4 | -63
CCN(CC)c1ccc(/C=N/NC(=O)c2cc3ccccc3[nH]2)cc1 | -12 | 5 | -43 | -2 | -19 | -2 | -3 | 5 | -5 | -0.1 | -51
COc1ccc(C(C)(C)C)cc1NC(=O)c1cncc(Br)c1 | -3 | 2 | 18 | -6 | 9 | -2 | 1 | -23 | -7 | 0.0 | 20
O=C(c1ccc(N2CCCC2)c([N+](=O)[O-])c1)N1CCN(CCO)CC1 | -1 | 5 | 1 | 0 | 6 | -16 | -3 | 2 | 2 | -0.3 | 4
CCCNC(=O)c1cccc(COCC(F)(F)F)c1 | -4 | -7 | -2 | 0 | 2 | -5 | 1 | 5 | -2 | 1.7 | 6
Cc1cc(-n2nc(C)cc2C)nc(N)n1 | 12 | 7 | -9 | 0 | -1 | -5 | 1 | -19 | 13 | -2.2 | 6
COc1ccc(C(C(=O)NC2CCCCC2)N(C(=O)CCl)c2ccc(OC)cc2)cc1 (stereo not drawn) | 82* | -4 | 101* | 8 | 92* | nt | -2 | -30 | -6 | -3.1 | 30
COc1cc(NC(=S)N2CCN(Cc3ccccc3)CC2)cc(OC)c1 | 3 | 5 | 4 | 0 | -5 | -6 | 0 | 25 | 0 | 0.7 | 12
Cc1cccc(C2=NN(c3ccccc3)[C@@H](C(=O)N3CCOC3=O)[C@@H]2c2ccccc2)c1 | 8 | 1 | 5 | 1 | -5 | -10 | nt | -18 | -8 | 2.4 | 5
